Screening results (PubChem)
SR-BI uptake up: enhances SR-BI lipid uptake from DiI-HDL. CHO ldlA[mSR-BI] cells, DiI-HDL uptake fluorescence, 3 h; 100 = double the neutral-control signal. activation, % at 12.5 µM. 320,000 tested, 0.096% active. AID 504775;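 active means mean replicate activation of at least 60% and every replicate at or above 60%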;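 further: 0% = median plate neutral-control signal and 100% = twice that signal; values of inactives mirror those of a sister screen read the other way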
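Assay system: LDL receptor-deficient CHO ldlA cells overexpressing murine SR-BI / Medium: BSA-supplemented, HEPES-buffered Ham's F12, pH 7.4 / Probe or stimulus: DiI-labelled HDL at 10 µg/mL final / Timing: compound with DiI-HDL co-incubation, 3 h at 37 °C / Technique: bottom-read cell fluorescence after medium removal, ex 550/em 595 nm / Measure: HDL uptake via cellular fluorescence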
CAL PDZ FP-1: human CAL PDZ-peptide interaction inhibition | Q9HD26 | AID 504414 | 330,000 tested, 0.02% active | inhibition, % at 20 µM | purified CAL PDZ, TMR-peptide fluorescence polarization, 1 h;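 active means highest replicate inhibition of at least 40%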;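 further: plate controls were DMSO neutral control wells for no effect and unlabeled competitor peptide control wells for full effect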
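Material: tagged CAL PDZ domain; buffer or medium: 25 mM sodium phosphate pH 7.4, 150 mM NaCl, TCEP, IgG, Thesit; compound dosing: single point, 20 µM; schedule: 1 h incubation at room temperature before polarization reading; measured by: FP readout, S and P plane fluorescence; read-out basis: percent inhibition from loss of millipolarization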
phage Ecoli inh: E. coli growth loss with phage present; growth absorbance; inhibition, % at 11.9 µM; 360,000 tested, 0.26% active; AID 651602; in the data active means inhibition above about 11%
Wnt act: activators of Wnt/beta-catenin signaling. Wnt/beta-catenin reporter cell assay, activator, plate reader. activation, % at 9.35 µM. 300,000 tested, 1.2% active. AID 743398; in the data active means activation above about 30%, passing the limit was not always enough;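 further: 0% = neutral control wells and 100% = positive control wells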
MITF act: MITF TRPM1 promoter activation in melanoma cells. SK-MEL-5 TRPM1-promoter luciferase, 24 h; % of positive control, neutral wells = 0. 300,000 tested, 0.75% active. activation, % at 12.5 µM. AID 588334;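 active means mean activation of at least 80% with every replicate also reaching 80%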;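 further: 0% = neutral control wells and 100% = parthenolide positive control wells; values of inactives mirror those of a sister screen read the other way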
E coli growth: bacterial growth inhibition, counter-screen for AddAB inhibitors; E. coli V3065 growth, OD600 absorbance, 18 h; inhibition, % at 11.9 µM; 330,000 tested, 0.27% active;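 active means inhibition above the campaign's mean inhibition across all tested compounds plus 3 SD, cut at about 9.9% in these data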;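 further: uninfected addAB+ strain grown without phage in ampicillin broth; 0% = DMSO wells and 100% = ciprofloxacin 0.95 µg/ml wells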
AddAB inh: less growth of phage-infected E. coli with AddAB. 330,000 tested, 0.29% active. E. coli expressing H. pylori AddAB, absorbance growth. inhibition, % at 11.9 µM; in the data active means inhibition above about 12%;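 further: 0% = vehicle wells of infected cells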
Tat export inh: E. coli Tat transport inhibition; E. coli MC4100 TorA-mCherry Tat export, fluorescence; inhibition, % at 10 µM; 340,000 tested, 0.036% active;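 active means mean replicate inhibition at least 50% and at least half of replicates individually reaching 50%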;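 further: exported cargo escapes ClpAP degradation while cytoplasmic cargo is degraded and loses fluorescence; 0% = median of neutral control wells and 100% = median of NaSCN control wells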
CAL PDZ FP-2: inhibitors of human CAL PDZ peptide binding; Q9HD26; purified CAL PDZ, TMR-peptide fluorescence polarization, 1 h; inhibition, % at 24.9 µM; 300,000 tested, 0.92% active; AID 602252;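 active means mean inhibition of at least 30% with at least half of replicates also reaching 30%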;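 further: 0% = DMSO neutral control and 100% = excess unlabeled competitor peptide PRC23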
SR-BI DiI inh: mouse SR-BI HDL lipid transfer inhibition; ldlA[mSR-BI] CHO cells, DiI-HDL uptake fluorescence, 3 h; inhibition, % at 12.5 µM; 320,000 tested, 0.96% active; AID 488896;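 active means mean replicate inhibition of at least 70% and a set share of replicates each scoring 70 or more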;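 further: 0% = median of neutral control wells and 100% = median of positive control wells; values of inactives mirror those of a sister screen read the other way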
Target sequence (Q61009 whole entry, looked up): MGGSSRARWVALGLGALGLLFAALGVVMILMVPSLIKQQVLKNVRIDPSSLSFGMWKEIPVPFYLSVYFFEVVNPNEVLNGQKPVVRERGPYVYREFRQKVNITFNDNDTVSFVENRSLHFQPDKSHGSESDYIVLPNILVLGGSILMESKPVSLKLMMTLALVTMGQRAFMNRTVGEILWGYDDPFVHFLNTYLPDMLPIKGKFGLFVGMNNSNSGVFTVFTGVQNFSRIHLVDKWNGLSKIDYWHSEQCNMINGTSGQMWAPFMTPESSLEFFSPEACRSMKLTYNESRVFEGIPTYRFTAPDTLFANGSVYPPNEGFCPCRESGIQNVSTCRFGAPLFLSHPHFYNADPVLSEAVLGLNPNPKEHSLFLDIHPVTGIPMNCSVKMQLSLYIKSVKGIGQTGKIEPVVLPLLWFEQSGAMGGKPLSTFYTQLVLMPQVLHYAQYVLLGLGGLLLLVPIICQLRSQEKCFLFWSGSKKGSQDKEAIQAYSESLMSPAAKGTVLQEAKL
* hit, by the source's call; · = no result given.

SMILES	SR-BI uptake up	CAL PDZ FP-1	phage Ecoli inh	Wnt act	MITF act	E coli growth	AddAB inh	Tat export inh	CAL PDZ FP-2	SR-BI DiI inh
CSc1nc(O)c(C(c2cccc([N+](=O)[O-])c2)c2c(O)nc(SC)[nH]c2=O)c(=O)[nH]1	22	-0.2	1.7	-1	-6	3.1	0.1	-4	·	-22
CCCCC(=O)NNC(=S)NCc1ccccc1	-3	0.2	4.0	0	0	1.7	-1.7	4	·	3
Cc1ccc2nc(SCc3nnc(-c4ccccc4)o3)[nH]c2c1	18	-1.6	2.8	·	-2	-1.0	-2.7	8	-4	-18
CCOC(=O)C(CCCOc1cccc(CC)c1)C(=O)OCC	-6	-1.2	1.9	·	7	-1.7	-0.2	3	7	6
COc1cc(OC)c(OC)cc1CNC(=O)c1ccc(S(=O)(=O)N2CC(C)OC(C)C2)cc1 (centres undefined)	-6	0.5	7.4	0	1	-0.7	3.5	2	5	6
O=C(N/N=C/c1c(O)n(-c2ccccc2Cl)c(=O)c2ccccc12)c1cccnc1	-35	0.4	4.9	-1	2	·	·	7	·	35
COc1ccc(CNC(=O)CN2C(=O)c3ccccc3C2=O)cc1	10	0.7	1.4	0	-1	-1.1	-0.6	-2	2	-10
Cc1cccn2c(=O)c3cc(S(=O)(=O)c4ccccc4)c(=N)n(Cc4ccc(F)cc4)c3nc12	-3	-1.1	-0.6	3	-5	1.6	3.0	5	-1	3
O=C(NC(=S)Nc1cccc(NC(=S)NC(=O)c2ccccc2)c1)c1ccccc1	-72	0.2	0.2	-3	1	·	·	4	-6	72*
O=S(=O)(c1ccc(Br)cc1)N1CCN=C1SCc1cccc(F)c1	·	-1.2	1.4	-1	4	0.1	0.2	-6	·	-18
Clc1ccccc1CN(Cc1ccccc1)c1ncnc2nc[nH]c12	12	-2.3	1.8	·	-3	-0.3	-3.5	13	-3	-12
Cc1ccc(S(=O)(=O)CC(=O)Nc2nc3ccccc3s2)cc1	·	-0.4	2.1	-1	-9	-0.8	0.5	-8	·	·
CCOC(=O)C1(Cc2ccc(OC)cc2)CCN(C(=O)CCc2cccnc2)CC1	-10	-1.9	1.1	0	-6	-2.5	2.1	-2	-3	10
COc1ccc(S(=O)(=O)NC(CC(=O)NCc2ccc3c(c2)OCO3)c2ccco2)cc1 (centres undefined)	5	0.1	0.6	·	-12	0.4	6.2	-1	·	-5
COc1ccccc1N1CCN(/N=C/c2ccc(C(=O)O)cc2)CC1	-13	-1.8	2.6	11	44	1.0	1.6	-3	-4	13
O=C(NCCS(=O)(=O)NCc1ccccn1)c1ccccc1	8	-0.6	3.3	-3	17	1.3	1.4	-1	-1	-8
Cc1cc(C)cc(Nc2ncnc3nc[nH]c23)c1	-7	-1.5	0.5	7	17	1.7	1.1	-4	-5	7
COc1cc(C2=NOC(C(=O)Nc3ccc(C(C)=O)cc3)C2)cc(OC)c1OC (centres undefined)	-21	0.2	1.2	7	24	-0.2	2.9	-5	-4	21
Cc1ccc(/C=N/NC(=O)CNC(=O)c2cccs2)cc1	13	-2.3	0.2	4	15	0.4	0.9	0	4	-13
CCOC(=O)c1c(C)[nH]c(C(=O)OCC(=O)Nc2cccnc2Cl)c1C	-18	-2.3	3.8	4	2	1.8	3.3	-2	-5	18
C=CCn1c(CC(C)(C)C)nc2ccccc21	-8	-2.9	3.5	-19	6	0.7	1.7	27	-1	8
CC1(C)Cc2c(cnn2-c2ccccc2)C(NC(=O)c2ccc[n+]([O-])c2)C1 (centres undefined)	11	-2.6	0.8	3	9	1.4	2.7	5	0	-11
COc1ccc(OC)c(NC(=O)CSc2nnc(CNC(=O)c3ccco3)o2)c1	-10	1.2	0.6	-1	-1	-3.1	-2.0	-3	-4	10
Cc1cc2nc3c(=O)[nH]c(=O)[nH]c3nc2c([N+](=O)[O-])c1N	18	1.0	4.3	0	-1	·	·	-10	0	-18
O=C(NCCCCNC(=O)C(F)(F)F)C(F)(F)F	16	0.0	-0.6	-1	-2	-0.4	3.8	12	·	-16

Ordered by heavy-atom count (low to high): part of the list above.
SMILES	SR-BI uptake up	CAL PDZ FP-1	phage Ecoli inh	Wnt act	MITF act	E coli growth	AddAB inh	Tat export inh	CAL PDZ FP-2	SR-BI DiI inh
CCCCC(=O)NNC(=S)NCc1ccccc1	-3	0.2	4.0	0	0	1.7	-1.7	4	·	3
Cc1cc2nc3c(=O)[nH]c(=O)[nH]c3nc2c([N+](=O)[O-])c1N	18	1.0	4.3	0	-1	·	·	-10	0	-18
COc1ccccc1N1CCN(/N=C/c2ccc(C(=O)O)cc2)CC1	-13	-1.8	2.6	11	44	1.0	1.6	-3	-4	13

Other compounds follow.
SMILES	SR-BI uptake up	CAL PDZ FP-1	phage Ecoli inh	Wnt act	MITF act	E coli growth	AddAB inh	Tat export inh	CAL PDZ FP-2	SR-BI DiI inh
CN(C)c1ccc(S(=O)(=O)NCC(=O)OCC(=O)Nc2cc(Cl)cc(Cl)c2)cc1[N+](=O)[O-]	17	-2.3	1.7	0	-4	0.9	2.9	7	-2	-17
CCOC(=O)c1c(N)sc(C(=O)Nc2ccccc2)c1C	-6	0.1	4.5	15	62	0.4	1.9	-1	·	6
COc1cc(C=O)c(-c2c(C=O)cc(OC)c3c2OCO3)c2c1OCO2	4	-1.0	2.0	-2	·	-1.4	4.0	-2	-2	-4
CCC(C)(C)n1nnnc1C(c1cccs1)N1CCc2ccccc21 (centres undefined)	0	-2.2	0.8	-3	0	2.1	1.8	5	1	0
Cn1c2c(c(=O)n(C)c1=O)C(NS(=O)(=O)c1ccccc1)(C(F)(F)F)C(=O)N2 (centres undefined)	14	0.1	2.6	·	-12	-0.3	2.0	1	0	-14
CCn1cc(CNC(=O)c2cc(-c3cc(OC)ccc3OC)nc3ccccc23)c(C)n1	-78	-3.7	4.2	·	-13	0.7	1.9	3	-3	78*
O=C(CN1c2ccccc2Sc2ccccc21)N/N=C/c1ccc(Cl)cc1	12	1.2	1.5	7	·	0.7	2.3	-2	·	-12
CCOC(=O)CSc1nnc(CNC(=O)c2ccco2)n1C	19	·	2.4	·	9	-1.7	0.6	21	-4	-19
O=C(NC(=S)Nc1ccccc1C(F)(F)F)c1ccccc1F	-7	-3.0	6.0	2	10	-0.5	4.2	1	0	7
Cn1cnnc1Sc1nc2ccccc2nc1NS(=O)(=O)c1ccccc1	3	-2.8	1.4	6	6	-1.2	-1.7	32	-2	-3
COc1ccc(-c2cc(C(=O)NC3=NCCS3)c3ccccc3n2)cc1OC	-70	·	4.7	11	24	-0.3	3.3	9	-6	70
COc1ccc(C(=O)/C=C/c2ccc(OC)c(O)c2)c(F)c1	2	-3.2	2.5	·	7	0.3	1.6	2	-3	-2
Cc1cc(=O)oc2cc(OC(=O)CCN3C(=O)c4ccccc4C3=O)ccc12	26	-0.9	3.0	-2	13	1.2	-0.1	19	-6	-26
C[C@H](CO)N1C[C@H](C)[C@@H](CN(C)CC2CC2)Oc2c(NC(=O)Cc3ccccc3)cccc2C1=O	-11	-0.2	2.0	17	-3	-2.0	-0.1	-12	-1	11
Cc1ccc(-c2nnc(CSc3nnc(COc4cccc5ccccc45)n3-c3ccccc3)o2)cc1	-21	-1.5	3.0	·	-4	-0.2	-0.2	8	-2	21
C/C(=N\Nc1ccc(Cl)c(C(=O)O)c1)c1cccc2ccccc12	·	-3.0	0.8	4	·	-1.9	3.3	-3	-1	·
COc1ccc(CC(=O)OCC(=O)NC(=O)NC(C)C)cc1	37	-0.9	3.7	·	-1	0.2	0.7	-1	·	-37
CCN(C(=O)CSc1nc2ccccc2c(=O)n1-c1ccc(C)cc1)C1CCS(=O)(=O)C1 (centres undefined)	8	-0.2	2.0	-3	-14	-2.1	0.8	0	-2	-8
CCC(CC)NC(=O)C1CC(=O)N(CCc2ccc(F)cc2)C1 (centres undefined)	10	1.0	2.8	-1	-9	-0.9	3.8	-2	-3	-10
N=c1n(CC(=O)c2cccs2)c2ccccc2n1Cc1ccccc1	·	0.5	2.0	0	·	2.1	4.7	-1	-2	·
CCOC(=O)C1=C(C)Nc2nnnn2C1c1ccccc1Cl (centres undefined)	·	-1.8	2.4	0	-14	-3.5	-0.1	10	3	·
COc1cc(C(=O)Nc2cc(C)ccn2)ccc1OCC(=O)N1CCOCC1	30	-0.7	1.0	2	10	0.2	1.5	1	-1	-30
CCCCCCCc1ccc(-c2ccc(O)cc2)nc1	1	·	0.9	5	43	1.3	1.9	25	3	-1
O=C(c1cc(Cl)c(=O)n(Cc2ccc(Cl)cc2)c1)N1CCOCC1	-7	0.0	3.4	-2	·	-1.1	-0.5	0	0	7
Cc1[nH]c2ccccc2c1C(=O)CN1CCCC(C)C1 (centres undefined)	-5	-0.1	1.3	2	-9	-2.7	-1.7	-2	-4	5

Other compounds
SMILES	SR-BI uptake up	CAL PDZ FP-1	phage Ecoli inh	Wnt act	MITF act	E coli growth	AddAB inh	Tat export inh	CAL PDZ FP-2	SR-BI DiI inh
Cc1ccc(NC(=O)C(Cc2ccccc2)n2cccc2)cc1 (centres undefined)	·	-3.3	1.4	4	6	-1.5	0.9	-4	-1	·
CCC1(c2cccc(Cl)c2)NC(=O)N(Cc2cc(C(=O)OC)c(C)o2)C1=O (centres undefined)	0	0.2	0.8	-2	-13	1.6	3.0	9	-1	0
CC(C)CN1CCN(Cc2cccc3ncccc23)CC1CCO (centres undefined)	7	-1.7	3.4	-1	-14	0.2	-1.4	-2	-6	-7
CCCSc1ncnc2sc(C)c(C)c12	15	-2.2	4.5	0	-1	0.2	1.1	1	-3	-15
NNC(=O)c1sccc1OCc1ccc(Cl)cc1Cl	-1	·	2.0	1	3	1.1	0.7	13	0	1
C[C@H]1O[C@@H](n2cc(F)c(=O)[nH]c2=O)[C@H](O)[C@@H]1O	18	-0.9	32*	-4	-2	42*	36*	6	-2	-18
Cc1cc(C)c([N+](=O)[O-])cc1NCC(=O)N1CCN(c2ccccc2)CC1	-21	0.2	3.3	-1	-13	0.9	1.5	-9	·	21
COc1cc(C(c2c(C)[nH][nH]c2=O)c2c(C)[nH][nH]c2=O)ccc1OS(=O)(=O)c1ccc(C)cc1	28	-2.5	3.3	-1	-6	-2.3	-0.4	6	-3	-28
CC1(c2nnc(-c3cccc(Cl)c3)o2)CC(c2ccccc2F)=NO1 (centres undefined)	11	-0.2	2.0	1	16	2.2	0.9	-5	-5	-11
COc1cccc(/C=N/NC(=O)N/N=C/c2cccc(OC)c2O)c1O	-83	-1.4	11	-4	·	12*	15*	-5	-7	83*
CC(=O)c1cc(C(=O)Nc2ccc(C(=O)O)cc2)oc1C	4	-2.9	1.3	-2	·	0.0	2.0	-4	0	-4
CC(Oc1ccc(F)cc1)c1ccnc2nc(/N=C/N(C)C)nn12 (centres undefined)	-6	-0.4	2.1	-15	-3	0.3	5.0	-5	-4	6
COc1ccc(S(=O)(=O)N(C)CC(=O)NC2CCCC2)cc1Cl	9	·	2.3	-1	-2	-0.6	2.6	-9	-1	-9
O=C(Nc1nnc(C2CC2)s1)c1ccco1	25	-0.2	4.0	1	35	-0.7	-1.9	2	0	-25
